ERK EGF inh = inhibitors of EGF-stimulated ERK signaling pathway; HEK293-V1b, EGF-stimulated phospho-ERK AlphaScreen; Potency, µM (highest dose often 11.5 µM), for inactives: at the highest dose activity change, negative = inhibition, most hits filed as inhibitors; 130,000 compounds, 0.41% hits; AID 1454; active means well fitted inhibition curve with a large enough effect; inconclusive means small, poorly fitted or top-dose-only effect, or effect the other way;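 further: plate controls were stimulated vehicle wells for no effect and unstimulated vehicle basal for full effect; nearly all actives have a fitted effect of over 55% in size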
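Cell line HEK293 (stable V1b), low serum overnight. Pretreatment: compound 30 min, 37C. EGF 25 nM, 5 min. Detection: SureFire AlphaScreen, 5 h RT. AC50 via standard Hill equation.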
* marks the source's active call; other numbers are inactive results; & = joins results of further samples; [ ] = another dose, or the depositor's remark. Potency means the concentration at half of the fitted maximal effect. An excerpt; rates above refer to the full screens.

CC1(C)C[C@@H]2C(=O)CCC3O[C@@]3(C)CCC21 (stereo partly drawn) was read as ERK EGF inh 33%.
O=C(Nc1ccc(N2CCOCC2)cc1)C1CC(=O)N(c2ccccc2)C1 (stereo not drawn) was read as ERK EGF inh 6%.
`COc1ccc(CCNC(=O)CN2C(=O)c3cccc4cccc(c34)C2=O)cc1OC` gave ERK EGF inh 2%.
Screening O=C(COc1ccccc1[N+](=O)[O-])N/N=C/c1ccc(OC(=O)c2ccco2)cc1 returned ERK EGF inh 14%.
Screening Cc1ccc(C)c(N2CCN(C(=O)Cc3c(C(=O)O)[nH]c4ccc(Cl)cc34)CC2)c1 returned ERK EGF inh -13%[57.5 µM].
`COC(=O)[C@H](CC(C)C)NC(=O)N1CCCCC1` gave ERK EGF inh -2%[57.5 µM].
`Cc1ccc2c(c1)c1c(n2CC(O)CNC2CCCCC2)CCCC1` (stereo not drawn) gave ERK EGF inh 1%.
`Cc1ccnc(N)c1` gave ERK EGF inh 3%.
`CCOC(=O)c1sc(C)c2c(=O)n(Cc3ccc(Cl)cc3)cnc12` gave ERK EGF inh 1%.
Screening C#CCOc1nc(C)cc(C)c1S(=O)(=O)c1ccccc1C returned ERK EGF inh -1%.
Screening c1ccc(-c2ccc(-c3ccccn3)s2)nc1 returned ERK EGF inh 12%[57.5 µM].
Nc1nonc1-n1nnc(C(=O)N/N=C/c2ccccc2)c1CSc1ccc(Cl)cc1 was read as ERK EGF inh 5%.
For Cc1cccc(C(=O)NCN2CCN(c3ccccc3C#N)CC2)c1 the results were ERK EGF inh 0%&7%.
Screening CN(CC(=O)Nc1ccc(N2CCOCC2)cc1)CC(=O)Nc1ccc(N2CCOCC2)cc1 returned ERK EGF inh -6%[57.5 µM].
`Cc1nnc(N(C)C(=O)c2ccc3c(c2)OCO3)s1` gave ERK EGF inh 1%.
COc1cccc(C(c2c(NC(=O)c3ccccc3)sc(C)c2C)N2CCN(C)CC2)c1 (stereo not drawn) was read as ERK EGF inh 0%.
Screening CC(=O)Oc1ccc(Cn2cnc3cc4ccccc4cc32)cc1 returned ERK EGF inh 1%.
For CCOC(=O)c1ccc(NC(=S)Nc2ccc3[nH]c(=O)[nH]c3c2)cc1 the results were ERK EGF inh -2%[57.5 µM].
Screening Cc1cc(C(=O)CC#N)c(C)n1-c1c(C)n(C)n(-c2ccccc2)c1=O returned ERK EGF inh 1%.
For COc1cc(/C=C/c2noc(-c3ccccc3O)n2)cc(OC)c1OC the results were ERK EGF inh -2%.
For O=C(N/N=C/c1ccc(OC(F)F)cc1)C1=COCCO1 the results were ERK EGF inh -6%.
Screening CCOC(=O)c1cc(=O)c2c([N+](=O)[O-])ccc(OC)c2o1 returned ERK EGF inh -12%.
`COc1ccc(CCN(Cc2cccs2)S(=O)(=O)c2ccc(S(=O)(=O)N(C)C3CCCCC3)cc2)cc1OC` gave ERK EGF inh -11%.
`NC(=O)C1=C[C@H](c2ccc3c(c2)OCO3)C[C@H](OCc2ccc(CO)cc2)O1` gave ERK EGF inh 2%[57.5 µM].

Fetched by compound from above (two):
`NC(=O)C1=C[C@H](c2ccc3c(c2)OCO3)C[C@H](OCc2ccc(CO)cc2)O1` gave ERK EGF inh 2%[57.5 µM].
Screening Cc1cc(C(=O)CC#N)c(C)n1-c1c(C)n(C)n(-c2ccccc2)c1=O returned ERK EGF inh 1%.

(continued)
Cc1cc(C)c2c(c1)/C(=N/Nc1ccc(S(N)(=O)=O)cc1[N+](=O)[O-])CCC2 was read as ERK EGF inh 5%.
C=CCn1cnc2c(nnn2-c2ccc(C)c(C)c2)c1=O was read as ERK EGF inh -3%.
O=c1c(Br)c(NCc2ccccc2)cnn1-c1ccc(F)cc1 was read as ERK EGF inh -8%.
For CC1CCCCN1S(=O)(=O)c1cnc(Cl)c(Br)c1 (stereo not drawn) the results were ERK EGF inh 11%.
For N#CC(c1ccccc1)N(CCCCl)C(=O)c1ccccc1 (stereo not drawn) the results were ERK EGF inh 7%.
`O=c1nc2s/c(=C\c3ccc(-c4ccccc4[N+](=O)[O-])o3)c(=O)n2nc1-c1ccccc1` gave ERK EGF inh 0%.
Screening C=CCNC(=S)N/N=C(\C)c1ccc(OC)cc1 returned ERK EGF inh 9%.
Screening CC(C)=NN/C(N)=N/C(=S)Nc1ccc(C)cc1 returned ERK EGF inh 1%.
For COc1ccc(C2Nc3ccccc3C(=O)N2NS(C)(=O)=O)cc1 (stereo not drawn) the results were ERK EGF inh -5%[57.5 µM].
`COc1cc2ccc(=O)oc2c(OC)c1OC` gave ERK EGF inh 8%.
For Cc1cc2ncc(-c3cccc(Cl)c3)cn2n1 the results were ERK EGF inh -7%.
`O=C(Nc1nc2c(s1)CCCC2)c1cccc(S(=O)(=O)N2CCCc3ccccc32)c1` gave ERK EGF inh 12%.

Part of the list above in order of molecular weight, lowest first:
`COc1cc2ccc(=O)oc2c(OC)c1OC` gave ERK EGF inh 8%.
Screening CC(C)=NN/C(N)=N/C(=S)Nc1ccc(C)cc1 returned ERK EGF inh 1%.
C=CCn1cnc2c(nnn2-c2ccc(C)c(C)c2)c1=O was read as ERK EGF inh -3%.
For N#CC(c1ccccc1)N(CCCCl)C(=O)c1ccccc1 (stereo not drawn) the results were ERK EGF inh 7%.
For COc1ccc(C2Nc3ccccc3C(=O)N2NS(C)(=O)=O)cc1 (stereo not drawn) the results were ERK EGF inh -5%[57.5 µM].
O=c1c(Br)c(NCc2ccccc2)cnn1-c1ccc(F)cc1 was read as ERK EGF inh -8%.

The list continues.
`CN1CCN(C(c2cc3cc4c(cc3[nH]c2=O)OCCO4)c2nnnn2C2CCCC2)CC1` (stereo not drawn) gave ERK EGF inh -28%.
Screening CN(C)/C=C/C(=O)C(F)(F)F returned ERK EGF inh 6%.
`Cc1cc(C)n2nc(SCCOc3ccc(F)cc3)nc2n1` gave ERK EGF inh -5%[57.5 µM].
Screening Cc1occc(=O)c1OCc1c(F)cccc1Cl returned ERK EGF inh -1%.
For CC1=C(C)C(c2ccccc2)NC(=S)N1 (stereo not drawn) the results were ERK EGF inh 0%.
COc1cccc(NC(=O)COC(=O)c2ccc(F)cc2F)c1 was read as ERK EGF inh 15%.
C/C(=N\NC(=O)C(=O)Nc1cccc(Cl)c1C)c1ccncc1 was read as ERK EGF inh -1%.
Screening COC(=O)CNC(=O)Cn1cnc2sc(C)c(S(=O)(=O)N3CCC(C)CC3)c2c1=O returned ERK EGF inh -10%.
For O=C1NCCCC1C(=O)N/N=C/c1ccc([N+](=O)[O-])cc1 (stereo not drawn) the results were ERK EGF inh -1%[57.5 µM].
`CCOc1cc(-c2conc2N)cc(OCC)c1OCC` gave ERK EGF inh 25%.
For Cc1[nH]c(=S)c(C#N)c(C)c1Cc1ccccc1 the results were ERK EGF inh 6%[57.5 µM].
Screening COC(=O)c1cccc(Nc2nc(-c3cccnc3)nc3ccccc23)c1 returned ERK EGF inh -6%[57.5 µM].
`O=C(N[C@H](C(=O)O)c1ccccc1)C1CCC(Cn2nnc3ccccc3c2=O)CC1` (stereo partly drawn) gave ERK EGF inh 7%[57.5 µM].
CN1CCN(C(=O)CN(C)S(=O)(=O)c2ccc3ccccc3c2)CC1 was read as ERK EGF inh -3%.
Screening Cc1c(C(=O)c2cccc([N+](=O)[O-])c2)c2ccccn2c1CCC#N returned ERK EGF inh 1%.
CCc1cc2c(=O)c(-c3ccc4c(c3)OCCO4)coc2c(CN2CCCCC2C)c1O (stereo not drawn) was read as ERK EGF inh -13%[57.5 µM].
CC1(C(=O)Nc2c(F)c(F)c(F)c(F)c2F)CC1(Br)Br (stereo not drawn) was read as ERK EGF inh 11%[57.5 µM].
Screening COC(=O)NNC(=O)c1ccc(C)c(Br)c1 returned ERK EGF inh -3%.
Screening C/C(=N\NC(=O)c1ccc([N+](=O)[O-])cc1)c1cc2ccccc2oc1=O returned ERK EGF inh 1%.
Screening O=C(NCCNc1cc(Cl)ccc1[N+](=O)[O-])c1ccco1 returned ERK EGF inh 3%.
Screening COc1ccc(C(c2nnnn2C2CCCC2)N2CCN(c3ccccc3)CC2)cc1 (stereo not drawn) returned ERK EGF inh 2%.
Screening Cn1c(CCc2ccccc2)n[nH]c1=S returned ERK EGF inh 0%.
Screening CC1c2nc3ccccc3n2C(CC(=O)NCCCN2CCOCC2)C(=O)N1Cc1ccccc1 (stereo not drawn) returned ERK EGF inh 3%.
For CC1(c2nnc(-c3ccc(F)cc3)o2)CC(c2ccc(Cl)cc2)=NO1 (stereo not drawn) the results were ERK EGF inh 2%[57.5 µM].
`CCC(C)C(=O)OCC1(c2ccc(C)cc2OC(=O)C(C)C)CO1` (stereo not drawn) gave ERK EGF inh -11%[57.5 µM].
`N#CC(C#N)=Cc1ccc(-c2ccc(S(=O)(=O)N=C(N)N)cc2)o1` gave ERK EGF inh 0%.
For COc1cc(-c2oc3cc(O)ccc3c(=O)c2O)ccc1O the results were ERK EGF inh 17%.
Screening CCN1C(=O)C(O)(CC(=O)c2ccc(-n3cccc3)cc2)c2ccccc21 (stereo not drawn) returned ERK EGF inh -1%.
Screening COC(=O)/C(=C\c1ccc2c(c1)c1ccccc1n2C)NC(=O)c1ccccc1 returned ERK EGF inh 4%.
Screening CCOc1cc(NC(=S)NCC2CCCO2)c(OCC)cc1NC(=O)c1ccc(C)cc1 (stereo not drawn) returned ERK EGF inh 6%.
For CCOC(=O)/C(=N/Nc1ccc(Cl)cc1)Sc1nnnn1-c1ccc(C)cc1 the results were ERK EGF inh 7%.
`O=C(NC1CC1)c1ccc2snnc2c1` gave ERK EGF inh -8%.
Cc1ccc(C(=O)OCC(=O)Nc2sc3c(c2C#N)CCC3)cc1 was read as ERK EGF inh 2%.
For Cn1c2ccc(F)cc2c2ncn(Cc3ccccn3)c(=O)c21 the results were ERK EGF inh 7%[57.5 µM].
Screening S=c1[nH]nc(CN2CCCC2)n1Cc1ccccc1 returned ERK EGF inh 6%.
Screening O=C(CSc1nnc(-c2cccc(S(=O)(=O)N3CCCC3)c2)n1-c1ccccc1)Nc1ccc(C(=O)O)cc1 returned ERK EGF inh 10%[57.5 µM].
Screening CCCNS(=O)(=O)c1ccc(NC(=O)Cc2cccs2)cc1 returned ERK EGF inh -3%.
For CNC(=O)Nc1ccc2nc(C)sc2c1 the results were ERK EGF inh -3%.
For COc1ccc(OC)c(NC(=O)C(=O)NNC(=O)c2cccs2)c1 the results were ERK EGF inh -6%.
`O=C(Nc1ccccc1)C1=C[C@H](c2ccc(C(F)(F)F)cc2)C[C@H](OCc2ccc(CO)cc2)O1` gave ERK EGF inh 0%[57.5 µM].
Screening O=C(CCC(=O)c1ccc(F)cc1)Nc1ccccc1Cl returned ERK EGF inh 8%.
CC(N=C1NS(=O)(=O)c2ccccc21)C(=O)N1CCc2ccccc2C1 (stereo not drawn) was read as ERK EGF inh 12%.
For COC(=O)CCSCC(=O)N1N=C(c2ccc(Br)cc2)CC1c1cccc(OC)c1OC (stereo not drawn) the results were ERK EGF inh -8%.
For COC(=O)C(C)(C)ONC(=O)Nc1ccccc1Cl the results were ERK EGF inh 0%.
For COc1ccccc1C1CC(=O)n2c(nc(-c3ccccc3)c2-c2ccccc2)S1 (stereo not drawn) the results were ERK EGF inh inconclusive.
`CC(=O)n1nc(-c2ccccc2)nc1NCc1ccc(N(C)C)cc1` gave ERK EGF inh inconclusive.
CCCCCCCN[C@H]1CCC[C@@H]1CCCCCCC(=O)O was read as ERK EGF inh 1%.
`COc1ccc(C(C)=O)cc1COc1ccccc1[N+](=O)[O-]` gave ERK EGF inh 20%.

In the list so far, three contain an aryl thioether with sulfur outside any ring.
Nc1nonc1-n1nnc(C(=O)N/N=C/c2ccccc2)c1CSc1ccc(Cl)cc1 was read as ERK EGF inh 5%.
`Cc1cc(C)n2nc(SCCOc3ccc(F)cc3)nc2n1` gave ERK EGF inh -5%[57.5 µM].
Screening O=C(CSc1nnc(-c2cccc(S(=O)(=O)N3CCCC3)c2)n1-c1ccccc1)Nc1ccc(C(=O)O)cc1 returned ERK EGF inh 10%[57.5 µM].

Continued.
COC(=O)C/C=C/[C@@H](C)[C@@H](/C=N/OC[C@H]1O[C@H](c2ccccc2)C=C[C@@H]1Oc1ccc(OC)cc1)NS(=O)(=O)c1ccc(C)cc1 was read as ERK EGF inh 3%.
Screening O=C(NCC1CCCCC1)c1cc(S(=O)(=O)N2CCCCC2)ccc1N1CCOCC1 returned ERK EGF inh 8%.
Screening N#Cc1cc2c(nc1SCc1ccccc1)CCC2 returned ERK EGF inh 2%.
COc1cc(Cl)c(C)cc1NC(=O)c1cccc(OC)c1OC was read as ERK EGF inh -11%.
For O=C(O)c1cc(=O)c2ccc(Cl)cc2[nH]1 the results were ERK EGF inh 8%&22%&-2%.
CCOc1ccc(Cl)cc1S(=O)(=O)NCc1ccccn1 was read as ERK EGF inh -5%.
`Oc1c(Cl)cc(Cl)cc1CNn1cnnc1` gave ERK EGF inh -8%.
Screening CCc1c(C)nc2ncnn2c1NC1CCCc2ccccc21 (stereo not drawn) returned ERK EGF inh 5%.
`O=C(Nc1cccc(F)c1)N1CC2(CCN(C(=O)c3ccncc3)CC2)C1` gave ERK EGF inh -19%.
Screening CC1CCCN(C(=S)Nc2ccc(S(=O)(=O)N3CCCCC3)cc2)C1 (stereo not drawn) returned ERK EGF inh -3%[57.5 µM].
`CCOC(=O)c1[nH]c2ccc(Br)cc2c1NC(=O)CCN1CCCC(C)(C)C1` gave ERK EGF inh -3%.
For CCCC[C@H]1C(=O)N(c2ccccc2)N(c2ccc(O)cc2)C1=O the results were ERK EGF inh -3%[25.7 µM].
COc1cc(S(=O)(=O)N2CCOCC2)ccc1NC(=O)CSc1n[nH]c(=O)[nH]c1=O was read as ERK EGF inh -4%.
`COc1ccccc1NC(=O)Nc1ccccc1C(N)=O` gave ERK EGF inh -3%.
Screening CCOC(=O)c1ccc2[nH]cc(C(C)=O)c(=O)c2c1 returned ERK EGF inh 5%.
`COc1ccc(CC(=O)Nc2ccc(S(=O)(=O)Nc3ncccn3)cc2)cc1OC` gave ERK EGF inh -11%[57.5 µM].
CCc1ccc(C(=O)/C=C/c2cnn(C)c2C)s1 was read as ERK EGF inh 0%.
Screening Cc1ccc(-c2nc3ccsc3c(=O)[nH]2)cc1 returned ERK EGF inh -9%.

Source: PubChem
